Screens from PubChem.
TNAP activation fold: human TNAP enzyme activators, primary screen, biochemical, luminescent, no phosphate acceptor, uHTS (AID 1001); purified TNAP, luminescent activation assay, no phosphate acceptor; higher activation fold means a stronger effect; activation fold at 20 µM; hits with a dose series show EC50 in µM; 200,000 compounds, 0.03% hits; in the data active = activation fold from about 3, or a potency from the dose series; inactive = the rest, 99 in 100 with activation fold below about 1.6; also: many of its hits are not listed in these tables
PMI inhibition: human PMI inhibitors, high substrate, primary screen, biochemical, fluorescence intensity, high mannose 6-phosphate (AID 1220); inhibition, % at 20 µM; hits with a dose series show IC50 in µM; recombinant PMI enzyme, coupled fluorescence intensity; higher % means a stronger effect; 190,000 compounds, 0.66% hits
UTI89 phage lysis: inhibition of K1F phage lysis, E. coli UTI89, bacterial capsule biogenesis inhibitors, alamar blue (AID 488966); E. coli UTI89 K1F phage lysis, alamar blue, 2 h; higher % means a stronger effect; one-dose inhibition, % at 100 µM; IC50 in µM for titrated hits; 340,000 compounds, 0.02% hits;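 active = phage lysis inhibition, versus mean bacterial control, above a set limit; inconclusive = no clear call, values can overlap the other calls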;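 also: capsule biogenesis inhibitors block K1F phage lysis so surviving cells raise fluorescence; higher fluorescence means more inhibition of phage lysis; actives were called in the ten point dose series up to 300 µM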
PMI inhibitors: MPI enzyme activity inhibition – biochemical, fluorescence intensity, coupled assay, primary screen (AID 1209). purified PMI enzyme, coupled fluorescence intensity; higher % means a stronger effect. one-dose inhibition, % at 20 µM; IC50 in µM for titrated hits. 190,000 compounds, 0.42% hits;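 also: plate controls were DMSO vehicle for no effect and wells lacking substrate for full effect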
RSV CPE inhibition: RSV antiviral activity via CPE protection, HEp-2 cells, primary 10 µM value included (AID 2391). HEp-2 cells, RSV-induced CPE inhibition; higher % means a stronger effect. 310,000 compounds, 0.13% hits. CPE inhibition, % at 10 µM, or IC50 in µM where a hit was titrated; in the data active = a potency from the dose series; inconclusive = CPE inhibition mostly from about 23% at the one dose, without a potency; inactive = the rest, 99 in 100 with CPE inhibition below about 21%; also: strong numbers were not always called active
M17LAP inhibition: P. falciparum M17LAP inhibitors, primary screen, biochemical, fluorogenic H-Leu-NHMec substrate, 1536-well (AID 1619); recombinant M17LAP, H-Leu-NHMec fluorogenic kinetic assay; higher % means a stronger effect; 220,000 compounds, 0.38% hits; inhibition, % at 30 µM, or IC50 in µM where a hit was titrated;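 active = compound inhibiting the enzyme by more than half at any dose during confirmatory dose-response retesting; inconclusive = strong single-dose inhibitors picked by rank but not retested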;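 also: plate controls were full reaction with DMSO carrier for no effect and no enzyme background for full effect; strong numbers were not always called active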
West Nile antiviral: inhibition of WNV-induced cytopathic effect – cell-based, CPE readout (AID 1621); West Nile virus-infected cells, CPE inhibition; higher % means a stronger effect; one-dose CPE inhibition, % at 10 µM; IC50 in µM for titrated hits; 290,000 compounds, 0.02% hits; in the data active = a potency from the dose series; inconclusive = CPE inhibition mostly from about 3.7% at the one dose, without a potency; inactive = the rest, 99 in 100 with CPE inhibition below about 2.2%; also: strong numbers were not always called active
T cell modulator: modulates CD8 T cell binding to vesicles | 2C CD8+ T cell-vesicle binding, flow cytometry; stronger effect = lower value | calls only at 7 µM | 330,000 compounds, 0.068% hits | AID 2052;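 active = response, share of CD8 T cells binding vesicles, and their 90th percentile fluorescence all below set limits, cut at about 80% in these data, passing the limit was not always enough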
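Assay system – 2C mouse CD8+ T cells · Also added – QL9-loaded Drosophila micro-vesicles · Timing – Cell–vesicle co-incubation 1.5 h at 37 °C, staining 20 min on ice · Signal – flow cytometry of vesicle-bound cells · Measure – percent CD8+ FL2 mean versus row control · Controls – Peptide-free naked vesicles (low) and QL9 vesicles with 0.7% DMSO vehicle (high)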
M1AAP inhibition: malaria alanyl aminopeptidase activity blockers – biochemical, fluorogenic H-Leu-NHMec substrate, 1536-well (AID 1445); inhibition, % at 30 µM, or IC50 in µM where a hit was titrated; 220,000 compounds, 0.42% hits; recombinant M1AAP, H-Leu-NHMec fluorogenic kinetic assay; higher % means a stronger effect;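 active = primary inhibition above the hit cutoff, then over 50% inhibition at one or more dose response concentrations, cut at about 23% in these data, passing the limit was not always enough; inconclusive = conflicting primary data, or primary hits not chosen for dose response; inactive = low primary inhibition, or under 50% at every dose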;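 also: plate controls were DMSO full reaction for no effect and no enzyme background for full effect; strong numbers were not always called active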
T cell modulator vesicle-bound %: second read-out of T cell modulator, no call of its own (marks repeat the call); double positive events, %; measured here: CD8+ vesicle-bound cell fraction;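 binding gate set so that unloaded-vesicle control wells show 10% double positive cells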
* marks the source's active call; other numbers are inactive results; [ ] = dose if it differs, or a comment. Rule as the data show it, unless noted: active = inhibition above about 50%; inactive = the rest.

`COCCn1c(C)cc(C(=O)CSc2nc3ccccc3c(=O)[nH]2)c1C` gave TNAP activation fold 1.1, PMI inhibition 18.8%, UTI89 phage lysis 2.9%, PMI inhibitors 21.2%, RSV CPE inhibition 8.4%, M17LAP inhibition 6.6%, West Nile antiviral -0.3%, T cell modulator inactive, M1AAP inhibition 4.1% and T cell modulator vesicle-bound % 11.0.
`COc1ccccc1C(c1nnnn1Cc1ccco1)N1CCN(c2cccc(C)c2C)CC1` (stereo not drawn) gave TNAP activation fold 1.1, PMI inhibition 3.4%, UTI89 phage lysis 0.5%, PMI inhibitors 6.4%, RSV CPE inhibition inconclusive, M17LAP inhibition -7.2%, West Nile antiviral 2.7%, T cell modulator inactive, M1AAP inhibition 1.7% and T cell modulator vesicle-bound % 15.5.
`CC(C)NS(=O)(=O)c1ccc(NC(=O)C(C)Oc2ccc(C(=O)c3ccccc3)cc2)cc1` (stereo not drawn) gave TNAP activation fold 1.1, PMI inhibition 0.8%, UTI89 phage lysis 1.9%[50 µM], PMI inhibitors 2.0%, RSV CPE inhibition 20.2%, M17LAP inhibition -1.2%, West Nile antiviral -0.5%, T cell modulator inactive, M1AAP inhibition 7.2% and T cell modulator vesicle-bound % 27.7.
Screening COc1ccc(NC(=O)CCOc2ccc(C)cc2)c(OC)c1 returned UTI89 phage lysis 0.1%, RSV CPE inhibition 0.0%, West Nile antiviral -0.2%, T cell modulator inactive and T cell modulator vesicle-bound % 15.7.
For COc1ccc(-c2cc(-c3ccccc3)nc(N3CCCC3)n2)cc1OC the results were TNAP activation fold 1, PMI inhibition -6.7%, UTI89 phage lysis 0.3%, PMI inhibitors 4.1%, RSV CPE inhibition 3.4%, M17LAP inhibition -0.8%, West Nile antiviral 2.2%, T cell modulator inactive, M1AAP inhibition 5.0% and T cell modulator vesicle-bound % 32.4.
Cc1cc(=O)n2nc(N3CCCC(C(=O)N4CCc5ccccc54)C3)sc2n1 (stereo not drawn) was read as TNAP activation fold 1.1, PMI inhibition 1.0%, UTI89 phage lysis -0.2%, PMI inhibitors 9.1%, RSV CPE inhibition 12.9%, M17LAP inhibition 3.2%, West Nile antiviral -0.1%, T cell modulator inactive, M1AAP inhibition 4.6% and T cell modulator vesicle-bound % 39.3.
For O=C(Nc1ccc(N2CCCC2)c(Cl)c1)c1ccc2c(c1)OCCO2 the results were UTI89 phage lysis -0.6%, RSV CPE inhibition inconclusive, M17LAP inhibition 6.1%, West Nile antiviral 0.2%, T cell modulator inactive, M1AAP inhibition 6.0% and T cell modulator vesicle-bound % 16.1.
Screening CC(=O)NN1C(=O)/C(=C2/Sc3ccccc3N2C)SC1=S returned UTI89 phage lysis -0.3%, RSV CPE inhibition 0.9%, West Nile antiviral 0.3%, T cell modulator inactive and T cell modulator vesicle-bound % 50.2.
`Cc1ccc2c(c1)C1CN(C)CCC1N2C(=O)c1ccccc1NS(=O)(=O)c1cccc(C(F)(F)F)c1` (stereo not drawn) gave TNAP activation fold 0.9, PMI inhibition -2.4%, UTI89 phage lysis 6.1%, PMI inhibitors 8.3%, RSV CPE inhibition -1.1%, M17LAP inhibition 10.4%, West Nile antiviral -0.7%, T cell modulator inactive, M1AAP inhibition 15.2% and T cell modulator vesicle-bound % 46.8.
For O=C(Cc1ccccc1F)NC1CCCc2ccccc21 (stereo not drawn) the results were UTI89 phage lysis 2.0%, RSV CPE inhibition 0.3%, West Nile antiviral 0.0%, T cell modulator inactive and T cell modulator vesicle-bound % 26.1.
Screening Cc1cc(NS(=O)(=O)c2ccc(NC(=O)c3cccc(OC(F)F)c3)cc2)nc(C)n1 returned TNAP activation fold 1.1, PMI inhibition -0.4%, PMI inhibitors -4.2%, RSV CPE inhibition 2.0%, M17LAP inhibition 17.9%, West Nile antiviral 0.6%, T cell modulator inactive, M1AAP inhibition 7.0% and T cell modulator vesicle-bound % 44.5.
COc1ccc(OC)c(C(=O)NC(CC(N)=O)c2ccc(NCC3CC3)c([N+](=O)[O-])c2)c1 (stereo not drawn) was read as UTI89 phage lysis 2.8%, RSV CPE inhibition 0.8%, West Nile antiviral -0.8%, T cell modulator inactive and T cell modulator vesicle-bound % 14.5.
For COc1cc2cc(C(c3nnnn3C3CCCC3)N3CCCCCC3)c(=O)[nH]c2cc1OC (stereo not drawn) the results were TNAP activation fold 1.1, PMI inhibition -34.8%, UTI89 phage lysis 7.8%, PMI inhibitors -4.6%, RSV CPE inhibition -1.7%, M17LAP inhibition -16.0%, West Nile antiviral -0.3%, T cell modulator inactive, M1AAP inhibition 6.2% and T cell modulator vesicle-bound % 9.4.
`CSC1=NCCN1C(=O)c1c(F)cccc1F` gave TNAP activation fold 1.1, PMI inhibition -9.0%, UTI89 phage lysis -2.2%, PMI inhibitors 0.4%, RSV CPE inhibition 1.5%, M17LAP inhibition 3.6%, West Nile antiviral 0.8%, T cell modulator inactive, M1AAP inhibition 5.2% and T cell modulator vesicle-bound % 56.9.
`CC(=O)N1N=C(c2ccccc2)CC1c1ccccc1` (stereo not drawn) gave UTI89 phage lysis 0.0%, RSV CPE inhibition 1.5%, West Nile antiviral -0.5%, T cell modulator inactive and T cell modulator vesicle-bound % 57.5.

By substructure: those above containing an NH in an aromatic ring.
`COCCn1c(C)cc(C(=O)CSc2nc3ccccc3c(=O)[nH]2)c1C` gave TNAP activation fold 1.1, PMI inhibition 18.8%, UTI89 phage lysis 2.9%, PMI inhibitors 21.2%, RSV CPE inhibition 8.4%, M17LAP inhibition 6.6%, West Nile antiviral -0.3%, T cell modulator inactive, M1AAP inhibition 4.1% and T cell modulator vesicle-bound % 11.0.
For COc1cc2cc(C(c3nnnn3C3CCCC3)N3CCCCCC3)c(=O)[nH]c2cc1OC (stereo not drawn) the results were TNAP activation fold 1.1, PMI inhibition -34.8%, UTI89 phage lysis 7.8%, PMI inhibitors -4.6%, RSV CPE inhibition -1.7%, M17LAP inhibition -16.0%, West Nile antiviral -0.3%, T cell modulator inactive, M1AAP inhibition 6.2% and T cell modulator vesicle-bound % 9.4.

Following part.
Screening CCCCNC(=O)N(O)C1N(/N=C/c2ccccc2F)C(=S)SC1(C)C (stereo not drawn) returned UTI89 phage lysis -0.1%, RSV CPE inhibition 1.1%, West Nile antiviral -1.3%, T cell modulator inactive and T cell modulator vesicle-bound % 23.0.
For O=C(CSc1nnnn1-c1ccccc1)NC(=O)NCc1ccco1 the results were TNAP activation fold 1.1, PMI inhibition 0.3%, UTI89 phage lysis 0.7%, PMI inhibitors 3.1%, RSV CPE inhibition 0.7%, M17LAP inhibition 3.9%, West Nile antiviral -0.1%, T cell modulator inactive, M1AAP inhibition 2.4% and T cell modulator vesicle-bound % 35.8.
`CC(C)C(NS(=O)(=O)c1ccccc1)C(=O)N1CCCC1` (stereo not drawn) gave UTI89 phage lysis -1.0%, RSV CPE inhibition 0.4%, West Nile antiviral 0.6%, T cell modulator inactive and T cell modulator vesicle-bound % 42.4.
`S=C(Nc1cc(Cl)cc(Cl)c1)NC1CCN(Cc2ccccc2)CC1` gave UTI89 phage lysis 1.2%, RSV CPE inhibition 0.3%, West Nile antiviral 0.2%, T cell modulator inactive and T cell modulator vesicle-bound % 47.9.
Screening COc1cccc(/C=N/NC(=O)C(=O)N2CCCC2)c1O returned TNAP activation fold 1.2, PMI inhibition -19.4%, UTI89 phage lysis -3.6%, PMI inhibitors -10.4%, RSV CPE inhibition 1.3%, M17LAP inhibition 13.6%, West Nile antiviral -0.4%, T cell modulator inactive, M1AAP inhibition 0.4% and T cell modulator vesicle-bound % 60.9.
For COCc1ccc(C(=O)N(C)CC2CCCN(CCc3ccc(Cl)cc3)C2)o1 (stereo not drawn) the results were UTI89 phage lysis 0.0%, RSV CPE inhibition 0.0%, West Nile antiviral -0.8%, T cell modulator inactive and T cell modulator vesicle-bound % 62.3.
For CCCOP(=O)(c1ccc(N(C)C)cc1)C(O)c1ccncc1 (stereo not drawn) the results were TNAP activation fold 1.1, PMI inhibition -8.0%, UTI89 phage lysis 1.3%, PMI inhibitors 4.9%, RSV CPE inhibition 0.0%, M17LAP inhibition 7.8%, West Nile antiviral -0.4%, T cell modulator inactive, M1AAP inhibition 6.2% and T cell modulator vesicle-bound % 50.5.
`Cc1ccc(Nc2nnc(-c3ccc(N4CCOCC4)c([N+](=O)[O-])c3)c3ccccc23)cc1` gave TNAP activation fold 1, PMI inhibition 12.8%, UTI89 phage lysis 1.5%, PMI inhibitors 12.0%, RSV CPE inhibition 39.6%, M17LAP inhibition -7.3%, West Nile antiviral 1.0%, T cell modulator inactive, M1AAP inhibition 4.7% and T cell modulator vesicle-bound % 61.7.
Screening Cc1nc2sc(C(N)=O)c(N)c2c(C)c1CC(=O)c1ccccc1 returned TNAP activation fold 1.1, PMI inhibition -97.2%, UTI89 phage lysis -0.6%, PMI inhibitors -67.3%, RSV CPE inhibition -0.4%, M17LAP inhibition -8.3%, T cell modulator inactive, M1AAP inhibition 0.3% and T cell modulator vesicle-bound % 11.1.
`COc1ccc(C(C)=O)cc1CN1C(=O)NC(c2ccccc2)(c2ccccc2)C1=O` gave UTI89 phage lysis 0.6%, RSV CPE inhibition 2.8%, West Nile antiviral 0.0%, T cell modulator inactive and T cell modulator vesicle-bound % 12.5.
`Cc1nn(Cc2ccccc2)c2sc(C(=O)NCc3cccnc3)cc12` gave TNAP activation fold 1.1, PMI inhibition 15.2%, UTI89 phage lysis 0.4%, PMI inhibitors 10.6%, RSV CPE inhibition 13.3%, M17LAP inhibition -12.1%, West Nile antiviral 0.7%, T cell modulator inactive, M1AAP inhibition 3.6% and T cell modulator vesicle-bound % 18.7.
For Cc1cc(N2C(=O)C(O)=C(C(=O)c3cc4ccccc4o3)C2c2cccs2)no1 (stereo not drawn) the results were UTI89 phage lysis -0.7%, RSV CPE inhibition 1.5%, West Nile antiviral -0.2%, T cell modulator inactive and T cell modulator vesicle-bound % 52.6.
`CCOC(=O)C1(CC2CCCCO2)CCN(Cc2cn[nH]c2-c2cccc(F)c2)CC1` (stereo not drawn) gave TNAP activation fold 0.9, PMI inhibition 3.2%, UTI89 phage lysis 0.4%, PMI inhibitors 7.8%, RSV CPE inhibition -1.4%, M17LAP inhibition -0.8%, West Nile antiviral -1.1%, T cell modulator inactive, M1AAP inhibition -2.5% and T cell modulator vesicle-bound % 22.7.
